Insulin prom inh = TRM-6 insulin promoter activity inhibition; TRM-6 cells (human fetal islet line), insulin promoter-eGFP reporter, imaging; reporter expression induced with tamoxifen; inhibition, % at 2 µM; hit rate 0.9% among 130,000;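 active = inhibition above the mean plus 3 SD, with well images judged a real hit on visual review, cut at about 60% in these data, passing the limit was not always enough; inconclusive = inhibition over the cutoff but images rejected on review; inactive = inhibition not above the cutoff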
SDO1 yeast rescue = sdo1-depleted yeast growth rescue. S. cerevisiae sdo1-depleted JHY4D growth rescue, OD600 30 h; hits give high values; pdr5 snq2 efflux-pump mutant strain. z-score at 10 µM. hit rate 0.21% among 140,000. AID 817;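 active = z-score above 3 at both the 24 hr and the 30 hr optical density reads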;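 note: z-score against mean and SD of all compound wells on the same plate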
SDO1 yeast rescue Rescue 24 h = second read-out of SDO1 yeast rescue, no call of its own (marks repeat the call); z-score; S. cerevisiae sdo1-depleted JHY4D growth rescue, OD600; measured here: growth rescue at 24 h;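 0 is the plate mean of compound wells and units are plate SD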
* marks the source's active call; other numbers are inactive results.

NC1=NC(=O)/C(=C\c2cccs2)S1 was read as Insulin prom inh -33, SDO1 yeast rescue 0.12 and SDO1 yeast rescue Rescue 24 h 0.93.
Screening CN1CCc2c(c3c(n2C)CCN(C)[C@@H]3c2cccnc2)[C@H]1c1cccnc1 returned Insulin prom inh 11, SDO1 yeast rescue 0.49 and SDO1 yeast rescue Rescue 24 h -0.48.
`CN(C)CCCN(C(=O)c1ccc(N2C(=O)CCC2=O)cc1)c1nc2c(F)cccc2s1` gave Insulin prom inh 67.
Cc1ccc(C(=O)NNC(=O)CSc2nc(N)cc(N)n2)cc1 was read as Insulin prom inh 23, SDO1 yeast rescue 0.38 and SDO1 yeast rescue Rescue 24 h -0.42.
Cn1c(=O)c2c(nc(SCc3cccnc3)n2Cc2ccc(F)cc2)n(C)c1=O was read as Insulin prom inh -14, SDO1 yeast rescue -1.8 and SDO1 yeast rescue Rescue 24 h -1.4.
`O=C(CSc1nc2ccccc2o1)NC1CCCC1` gave Insulin prom inh -19.
Screening Brc1cccc(-c2n[nH]c(-c3ccccc3)n2)c1 returned Insulin prom inh 39, SDO1 yeast rescue -2.1 and SDO1 yeast rescue Rescue 24 h -0.82.
COc1ccc(N2CCN(Cc3cc(=O)oc4ccc(C)cc34)CC2)cc1 was read as Insulin prom inh -3, SDO1 yeast rescue -0.6 and SDO1 yeast rescue Rescue 24 h -0.4.
Screening COC(=O)CSC1=C(C#N)C(c2ccc(Cl)cc2)C(C(=O)OC)C(=O)N1 (stereo not drawn) returned SDO1 yeast rescue 0.43 and SDO1 yeast rescue Rescue 24 h 0.59.
CCOC(=O)N1CCN(C(=O)CSc2ccc3nnc(-c4ccncc4)n3n2)CC1 was read as Insulin prom inh 0.
For COc1ccc(Oc2ccc3c(C(F)(F)F)cc(C(F)(F)F)nc3n2)cc1 the results were Insulin prom inh 3, SDO1 yeast rescue -0.72 and SDO1 yeast rescue Rescue 24 h -0.95.
Screening O=C(OCC(=O)N1CCc2ccccc21)c1c2c(nc3ccccc13)CCCCC2 returned Insulin prom inh 9, SDO1 yeast rescue -0.68 and SDO1 yeast rescue Rescue 24 h -0.82.
`COc1ccc(C(=O)NC(=S)Nc2ccc(N3CCCC3)cc2)cc1OC` gave Insulin prom inh -21, SDO1 yeast rescue 0.22 and SDO1 yeast rescue Rescue 24 h 0.98.
`Cc1cc(C)c(C)c(C(=O)COC(=O)CNC(=O)CN2C(=O)c3ccccc3C2=O)c1C` gave Insulin prom inh 37, SDO1 yeast rescue 1.3 and SDO1 yeast rescue Rescue 24 h 2.4.
CCOC(=O)C1=C(C)NC(C)=C(C(=O)OCC)C1c1ccc(Br)o1 was read as Insulin prom inh -3, SDO1 yeast rescue -0.51 and SDO1 yeast rescue Rescue 24 h -0.18.

The last 5 records of the section above are carried over, then new ones follow:
For COc1ccc(Oc2ccc3c(C(F)(F)F)cc(C(F)(F)F)nc3n2)cc1 the results were Insulin prom inh 3, SDO1 yeast rescue -0.72 and SDO1 yeast rescue Rescue 24 h -0.95.
Screening O=C(OCC(=O)N1CCc2ccccc21)c1c2c(nc3ccccc13)CCCCC2 returned Insulin prom inh 9, SDO1 yeast rescue -0.68 and SDO1 yeast rescue Rescue 24 h -0.82.
`COc1ccc(C(=O)NC(=S)Nc2ccc(N3CCCC3)cc2)cc1OC` gave Insulin prom inh -21, SDO1 yeast rescue 0.22 and SDO1 yeast rescue Rescue 24 h 0.98.
`Cc1cc(C)c(C)c(C(=O)COC(=O)CNC(=O)CN2C(=O)c3ccccc3C2=O)c1C` gave Insulin prom inh 37, SDO1 yeast rescue 1.3 and SDO1 yeast rescue Rescue 24 h 2.4.
CCOC(=O)C1=C(C)NC(C)=C(C(=O)OCC)C1c1ccc(Br)o1 was read as Insulin prom inh -3, SDO1 yeast rescue -0.51 and SDO1 yeast rescue Rescue 24 h -0.18.
Screening CCOC(=O)c1c(NC(=O)CN2CCCc3ccccc32)sc(C(C)=O)c1C returned SDO1 yeast rescue 1.7 and SDO1 yeast rescue Rescue 24 h 2.6.
`O=C(CSc1ncnc2c1cnn2CCc1ccccc1)Nc1cccc(C(F)(F)F)c1` gave Insulin prom inh -9, SDO1 yeast rescue 0.63 and SDO1 yeast rescue Rescue 24 h 2.2.
Screening CC(=O)NS(=O)(=O)c1ccc(NC(=O)/C=C/c2ccccc2Cl)cc1 returned Insulin prom inh 19, SDO1 yeast rescue 1.3 and SDO1 yeast rescue Rescue 24 h 1.5.
CCOC(=O)c1cc2c(=O)n3ccccc3nc2n(CCOC)c1=NC(=O)c1c(-c2c(F)cccc2Cl)noc1C was read as Insulin prom inh -67.
Screening c1ccc(Cn2nnnc2C(c2cccs2)N2CCOCC2)cc1 (stereo not drawn) returned Insulin prom inh 29, SDO1 yeast rescue 0.44 and SDO1 yeast rescue Rescue 24 h 0.83.
For CCn1c(C)[n+](Cc2ccccc2)c2ccc(Cl)cc21 the results were Insulin prom inh 26.
Screening CCCCN(C(=O)CC(c1ccccc1)c1ccccc1)c1c(N)n(CCC)c(=O)[nH]c1=O returned SDO1 yeast rescue 0.38 and SDO1 yeast rescue Rescue 24 h -0.21.
Screening Cc1nn(CCCC(=O)Nc2sc3c(c2C#N)CCC3)c(C)c1[N+](=O)[O-] returned SDO1 yeast rescue -0.52 and SDO1 yeast rescue Rescue 24 h -0.89.
O=C(O)c1cc(=O)cc(C(=O)O)[nH]1 was read as Insulin prom inh 31, SDO1 yeast rescue 1.9 and SDO1 yeast rescue Rescue 24 h 3.2.
Screening CC1N(C)c2cccc3cccc(c23)N1C returned Insulin prom inh -469, SDO1 yeast rescue 1.4 and SDO1 yeast rescue Rescue 24 h 2.
Screening CC(=O)Oc1ccc([N+](=O)[O-])cc1N1C(=O)c2ccccc2C1=O returned Insulin prom inh -3, SDO1 yeast rescue 0.27 and SDO1 yeast rescue Rescue 24 h -0.13.
For O=C(O)c1c2c(nc3ccccc13)CCCCC2 the results were SDO1 yeast rescue 0.25 and SDO1 yeast rescue Rescue 24 h -0.44.
Screening COC(=O)c1cc(=O)nc2sc3ccccc3n12 returned Insulin prom inh 3, SDO1 yeast rescue -1.2 and SDO1 yeast rescue Rescue 24 h -1.4.
Cc1ccc(N2C(=O)CC(Cc3cc(C)cc(C)c3)C2=O)cc1 (stereo not drawn) was read as Insulin prom inh -95.
Screening O=C(CN1C(=O)c2ccccc2S1(=O)=O)Nc1cccnc1 returned Insulin prom inh -221, SDO1 yeast rescue 2.2 and SDO1 yeast rescue Rescue 24 h 2.5.
Screening Cc1nn(Cc2ccccc2)c(Cl)c1/C=N/NC(=O)c1cccnc1 returned Insulin prom inh -41, SDO1 yeast rescue 1.4 and SDO1 yeast rescue Rescue 24 h 2.5.
For CC1=CC=CC2=N/C(=N\S(=O)(=O)c3ccc(F)cc3F)c3ccccc3CN12 the results were Insulin prom inh -50.
For CN(C)C(=O)Cn1c(=O)n(C)c2ccccc21 the results were Insulin prom inh -36, SDO1 yeast rescue -0.66 and SDO1 yeast rescue Rescue 24 h -1.1.
For Cc1cc(C)c(C)c(Oc2ncnc(N)c2[N+](=O)[O-])c1 the results were Insulin prom inh 3, SDO1 yeast rescue -0.81 and SDO1 yeast rescue Rescue 24 h -1.5.
O=C(COc1ccc2ccccc2c1)N1CCN(c2ccccc2O)CC1 was read as Insulin prom inh 30, SDO1 yeast rescue -1.9 and SDO1 yeast rescue Rescue 24 h -1.7.
CCNC(=S)Nc1ccc(Cl)cc1Cl was read as Insulin prom inh -23, SDO1 yeast rescue 0.16 and SDO1 yeast rescue Rescue 24 h -0.33.
`O=C(COc1ccccc1)NCc1nnc2c3ccccc3c(-c3ccccc3)nn12` gave Insulin prom inh 18, SDO1 yeast rescue -0.46 and SDO1 yeast rescue Rescue 24 h -1.
C1CCc2c(nc3nnnn3c2N2CCOCC2)C1 was read as SDO1 yeast rescue 0.75 and SDO1 yeast rescue Rescue 24 h 0.43.
Screening CCOC(=O)c1c(-c2ccc(C)cc2)csc1NC(=S)NC(=O)c1ccccc1 returned Insulin prom inh 7, SDO1 yeast rescue -0.79 and SDO1 yeast rescue Rescue 24 h -0.62.
`CN(C)c1nnnn1Cc1ccccc1` gave Insulin prom inh -23.
Screening Cc1nc2sc(C(c3ccc(Cl)cc3)N3CCN(c4ccccc4F)CC3)c(O)n2n1 (stereo not drawn) returned SDO1 yeast rescue -0.61 and SDO1 yeast rescue Rescue 24 h -0.13.
`Cn1c(=O)cc(OCCCC(=O)NCc2ccccn2)c2ccccc21` gave Insulin prom inh -34, SDO1 yeast rescue 1.1 and SDO1 yeast rescue Rescue 24 h 0.43.
`CCOC(=O)c1sc2ccc(S(=O)(=O)N3CC(C)CC(C)C3)cc2c1N` (stereo not drawn) gave Insulin prom inh -28, SDO1 yeast rescue 0.39 and SDO1 yeast rescue Rescue 24 h 1.2.
Screening CC[n+]1ccc2cc(OC)c(OC)cc2c1Cc1ccc(OC)c(OC)c1 returned Insulin prom inh -5.
`C=CCC1(C)C(=O)N(c2ccccc2)c2ccccc21` (stereo not drawn) gave SDO1 yeast rescue 0.61 and SDO1 yeast rescue Rescue 24 h -0.09.
`Cc1ccc(/C=N/NC(=O)c2ccc(Cn3cc([N+](=O)[O-])cn3)o2)cc1` gave Insulin prom inh -117, SDO1 yeast rescue 0.29 and SDO1 yeast rescue Rescue 24 h 0.66.
O=C(CCn1c(=O)oc2ccccc21)NCCCN1CCCC1=O was read as SDO1 yeast rescue -0.42 and SDO1 yeast rescue Rescue 24 h -0.51.
Screening O=C(O)c1cc(N2C(=O)C3CCCCC3C2=O)ccc1NCc1cccnc1 (stereo not drawn) returned Insulin prom inh -20.
`CCOc1ccc(C2C(C#N)=C(N)Oc3nc[nH]c(=O)c32)cc1OC` (stereo not drawn) gave Insulin prom inh -50, SDO1 yeast rescue 0.1 and SDO1 yeast rescue Rescue 24 h -0.9.
COc1cc(C(=O)c2ccccc2)c(OC)cc1C(=O)Nc1ccc(O)cc1 was read as Insulin prom inh inconclusive.
For Cc1ccc2nc(CSc3nnc(-c4ccncc4)n3C)cc(=O)n2c1 the results were Insulin prom inh 36.
`CC(c1ccccc1)n1cc(C(=O)NCc2ccncc2)nn1` (stereo not drawn) gave Insulin prom inh 42, SDO1 yeast rescue -0.34 and SDO1 yeast rescue Rescue 24 h -0.73.
`O=C(c1cccc(Br)c1)N1CCN(C(=O)c2cccc(Br)c2)CC1` gave Insulin prom inh 33, SDO1 yeast rescue 0.8 and SDO1 yeast rescue Rescue 24 h 0.89.
For N#Cc1c2ncn(CC(=O)c3ccc(Br)cc3)c(=O)c2c2n1CCC2 the results were Insulin prom inh 64, SDO1 yeast rescue 0.06 and SDO1 yeast rescue Rescue 24 h 0.11.
CC(=O)NC(Cc1ccc(C(C)C)cc1)C(=O)NC1CCN(C(=O)c2cccc(C)c2)CC1 (stereo not drawn) was read as Insulin prom inh 25.
Screening N#CC(C#N)=C1NC2(CCCC2)Cc2ccccc21 returned Insulin prom inh 11, SDO1 yeast rescue -0.63 and SDO1 yeast rescue Rescue 24 h -1.
Screening O=C(NCc1nc2ncc(Br)cc2[nH]1)c1ccccc1 returned Insulin prom inh 0, SDO1 yeast rescue 0.25 and SDO1 yeast rescue Rescue 24 h 0.53.
For Cn1c(=O)n(C)c2cc(S(=O)(=O)NCc3ccccc3)ccc21 the results were SDO1 yeast rescue -0.17 and SDO1 yeast rescue Rescue 24 h -0.78.
Fc1ccc(CNc2nc(-c3ccccc3)nc3ccccc23)cc1 was read as Insulin prom inh 0.
For O=C(COC(=O)/C=C/c1cccs1)Nc1ccccc1Cl the results were Insulin prom inh 33.
For Cc1nnc(SCC(=O)N2CCOCC2)s1 the results were Insulin prom inh 70, SDO1 yeast rescue -0.07 and SDO1 yeast rescue Rescue 24 h 0.06.
Screening CC1(C)C(=O)Nc2ccccc2N1C(=O)CSc1nnc2ccccn12 returned Insulin prom inh -30, SDO1 yeast rescue -1.4 and SDO1 yeast rescue Rescue 24 h -2.
`N#CC1(c2ccc(NC(=O)c3ccccc3F)cc2)CCCC1` gave SDO1 yeast rescue 0.12 and SDO1 yeast rescue Rescue 24 h 0.08.
For CCc1nnc(NC(=O)/C=C/c2ccco2)s1 the results were Insulin prom inh 6, SDO1 yeast rescue 0.56 and SDO1 yeast rescue Rescue 24 h -0.01.
O=C(CCc1nc2ccccc2[nH]1)NCc1ccc2c(c1)OCO2 was read as Insulin prom inh -40, SDO1 yeast rescue 1.1 and SDO1 yeast rescue Rescue 24 h 0.33.
Screening Cc1cc(C)nc(N2C(=O)CC(Cc3ccc(Cl)cc3)C2=O)n1 (stereo not drawn) returned Insulin prom inh 14.
`Cn1c(NC(=O)Cc2cccc3ccccc23)cc(=O)n(C)c1=O` gave Insulin prom inh -111.
For COc1ccc([N+](=O)[O-])cc1NC(=O)C1(c2ccccc2)CCOCC1 the results were Insulin prom inh -71.
For COc1ccc(-n2ncc3c(NCC(C)C)ncnc32)cc1 the results were Insulin prom inh 12, SDO1 yeast rescue 0.23 and SDO1 yeast rescue Rescue 24 h 0.01.
Screening CC(=O)O[C@]1(C(C)=O)CC[C@H]2[C@@H]3C=C(C)C4=CC(=O)CC[C@]4(C)[C@H]3CC[C@@]21C returned Insulin prom inh 0, SDO1 yeast rescue -2 and SDO1 yeast rescue Rescue 24 h -1.
For CCOC(=O)C1=C(Nc2ccc(C)cc2)CC(C)(O)C(C(=O)OCC)C1c1ccccc1 (stereo not drawn) the results were Insulin prom inh 26, SDO1 yeast rescue 0.24 and SDO1 yeast rescue Rescue 24 h 0.38.
For Cc1ccc(S(=O)(=O)NNC(=O)C2CCN(Cc3ccccc3)CC2)cc1 the results were Insulin prom inh 21, SDO1 yeast rescue 1.3 and SDO1 yeast rescue Rescue 24 h 1.2.
`COc1ccc(S(=O)(=O)NCCC(=O)NC2CCCCCCC2)cc1` gave Insulin prom inh 17, SDO1 yeast rescue -0.83 and SDO1 yeast rescue Rescue 24 h -1.2.
Cc1cc(OCC#N)nc(N)n1 was read as Insulin prom inh 36.

Assay outcomes as filed in PubChem.

A portion of the library, so the mix of outcomes need not match the whole.
